# Assay outcomes: PubChem BioAssay, National Center for Advancing Translational Sciences (NCATS)
# ALOX12 inh = inhibitors of human 12S-lipoxygenase ALOX12. P18054. purified 12hLO, xylenol orange hydroperoxide absorbance. Potency, µM (series often up to 108 µM), for inactives: at the highest dose activity change, negative = inhibition, most hits filed as inhibitors. actives 1.1% (n = 580,000). AID 1671190; active means well fitted inhibition curve with a large enough effect; inconclusive means small, poorly fitted or top-dose-only effect, or another doubt; inactive means no such curve, though single readings can be large or run the other way
# Target sequence (P18054 whole entry, looked up): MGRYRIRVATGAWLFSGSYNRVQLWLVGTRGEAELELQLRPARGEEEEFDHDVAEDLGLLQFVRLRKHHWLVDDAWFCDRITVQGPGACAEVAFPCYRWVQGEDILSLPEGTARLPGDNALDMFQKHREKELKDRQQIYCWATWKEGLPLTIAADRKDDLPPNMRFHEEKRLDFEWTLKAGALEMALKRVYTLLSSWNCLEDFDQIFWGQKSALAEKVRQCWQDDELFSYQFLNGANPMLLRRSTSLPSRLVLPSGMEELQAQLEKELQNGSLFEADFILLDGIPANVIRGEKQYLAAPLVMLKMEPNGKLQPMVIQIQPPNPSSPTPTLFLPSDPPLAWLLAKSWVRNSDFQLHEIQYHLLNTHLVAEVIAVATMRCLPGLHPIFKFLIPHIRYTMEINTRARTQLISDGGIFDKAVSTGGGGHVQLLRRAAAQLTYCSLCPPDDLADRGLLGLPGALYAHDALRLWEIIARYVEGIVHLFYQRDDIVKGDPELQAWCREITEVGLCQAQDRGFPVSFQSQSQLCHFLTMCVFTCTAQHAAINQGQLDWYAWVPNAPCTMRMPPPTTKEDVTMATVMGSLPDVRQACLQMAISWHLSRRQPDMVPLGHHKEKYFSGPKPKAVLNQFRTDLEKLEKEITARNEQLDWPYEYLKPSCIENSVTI
#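 Purified human 12hLO at 150 nM in 25 mM Hepes, 0.01% Triton X-100, pH 7.0, preincubated 15 min at room temperature with compound. Reaction started with 40 uM arachidonic acid, 30 min at room temperature. Hydroperoxide measured by Fe-xylenol orange, 573/405 nm absorbance ratio.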
# Numbers without * were called inactive; ? = inconclusive; [ ] = remark or other dose. On the % scale 0 is the no-effect control and ±100 the full control effect; potency means the concentration at half of the fitted maximal effect. This is a subset, so the mix of outcomes need not match the whole.
ALOX12 inh	Compound
18%	CO[C@H]1C(=O)N(C2CCN(S(=O)(=O)c3cccc(F)c3)CC2)[C@H]1c1ccncc1
25%	COC[C@@H]1CN(C(=O)c2ccc(OC)cc2OC)C[C@H]1C(N)=O
12%	CN1CCCN(C(=O)CCc2ccccc2)c2ccccc21
0%[176 µM]	COCc1cn([C@H]2CO[C@H]3[C@@H]2OC[C@H]3OC(=O)Nc2ccc(C(C)=O)cc2)nn1
-14%	C[C@@H]1CN([C@H](C)CO)S(=O)(=O)c2ccc(Br)cc2O[C@H]1CN(C)CC1CCOCC1
36%	O=C(NC1CCCN(c2cc(-c3ccc(F)cc3)[nH]n2)C1)c1cccnc1 (configuration not stated)
4%	CCNC(=O)CCc1c(CC)nn(-c2ccccc2)c1Oc1ccccc1F
25µM*	O=C(NCC1(COc2cnccn2)C[C@@H](O)[C@@H](O)C1)Nc1cccnc1 (some centres not stated)
-25%	COc1ccc(Cn2cnc3cnc(Nc4ccc(C(=O)N(C)C)cc4)cc32)cc1OC
47%[activator][176 µM]	C=CCNC(=O)c1cnn2cc(C)ccc12
15%	CCC(=O)N1Cc2ccccc2OC2(CCN(C)CC2)C1
23%	COCCC1(CO)CCCN(C(=O)c2ccc(S(N)(=O)=O)cc2)C1 (configuration not stated)
60%[activator]	Cc1ccsc1CN1CCCC(CO)CCNC(=O)CC1 (configuration not stated)
22%	O=C(CCC[C@@H]1[C@H]2CCCN3CCC[C@@H](CN1C(=O)c1ccccc1)[C@@H]23)NCCCN1CCCCC1
31%[176 µM]	CS(=O)(=O)c1ccc(-c2cnc([C@@H]3COCCN3Cc3ccccc3)[nH]2)cc1
-3%	CC(C)[C@H](NC(=O)C1CCCC1)C(=O)N1CCC[C@H]1C(=O)NCc1ccccc1
24%	CN(C)C[C@@H]1CN(S(C)(=O)=O)C[C@H]1NC(=O)c1ccco1
26%	O=C(Cc1ccccc1)N1CCC[C@H]1c1nc(-c2ccccc2)no1
1%	Cc1cc(CN(C)C(=O)c2cc(COc3cncc(Cl)c3)on2)on1
?	COc1ccc(CNC(=O)C[C@@H]2O[C@H](CNC(=O)NC(C)C)[C@@H](O)[C@H]2O)cc1
68%[activator]	COc1cccc(CN2C(=O)OC3(CCN(Cc4ccc(F)cc4)CC3)C2(C)c2cccnc2)c1 (configuration not stated)
22%	COc1ccc(C2Cn3nnc(C(=O)N4CCC(C(=O)NCc5cccc(F)c5)CC4)c3CO2)cc1 (configuration not stated)
5%	COc1cc(OC)c(C(=O)N2CCOCC(CO)C2)cc1OC (configuration not stated)
35%[activator]	CC(C)CCN1CCC(N2CCN(C(=O)c3ccc(Cl)s3)CC2)C1=O (configuration not stated)
61%[activator]	CC(=O)c1cc(CN2C[C@H]3CC[C@@H]2CN(S(=O)(=O)N(C)C)C3)n(C)c1
24%	Cc1ccc(C(=O)N2C[C@@H](F)C[C@H]2C(=O)N2CCCCC2)cc1F
11%	CC(C)CCN1CCC(Oc2ncccc2C(N)=O)CC1
5%[6.33 µM]	COc1ccc(OC2CN([S+](=O)([O-])c3cccc(OC)c3)C2)cc1
9%	Cc1ccc(CNC(=O)C2CCN(C(=O)c3ncn4c3COC(c3ccc(Cl)cc3)C4)CC2)cc1 (configuration not stated)
35%[activator]	O=c1n(Cc2ccccc2)nc2n1CCN(S(=O)(=O)c1cnc[nH]1)CC2
?	O[C@@H]1CC(CNCc2cccc(Cl)c2)(COc2ccccc2)C[C@@H]1O (some centres not stated)
55%[activator]	CO[C@H]1C(=O)N(C(C)C)[C@H]1C1CCN(C(=O)Cn2nc(C(F)(F)F)cc2C)CC1
68%[activator]	O=S(=O)(c1ccc(F)c(F)c1)N1CCC(n2cnnc2C2CC2)CC1
29%	Cc1cc(C)n2nc(C(=O)N3CCC4(CC3)C(=O)Nc3ccccc34)cc2n1
46%[activator]	Cc1cnc(C(=O)N2CCCN(C(=O)C3CC3)c3ccccc32)cn1
0%	COc1c(C)cccc1C(=O)NCC1CCN(c2cnn(C)c(=O)c2)C1 (configuration not stated)
43%[activator]	CCCNC(=O)N1CCC(N2C(=O)C(OC)C23CCOCC3)CC1 (configuration not stated)
7%	COCc1cc(=O)n(CC(=O)Nc2ccc(C(C)C)cc2)c(N2CCOCC2)n1
-1%	C[C@H]1[C@@H](c2ccccc2)Oc2ccc(Cl)cc2S(=O)(=O)N1Cc1cccc(F)c1
13%	COCC(=O)N(C1CCOCC1)C1CCN(S(=O)(=O)c2ccccc2F)CC1
23%	Cc1ccccc1NC(=O)COc1ccc(-c2nnc3n2CCCC3)cc1
66%[activator][176 µM]	O=C(NCc1ccco1)[C@@H]1Cc2nc[nH]c2CN1Cc1cccs1
?	CCn1nccc1C(=O)N1CCc2nc3cc(-c4ccccc4Cl)[nH]n3c(=O)c2C1
6%	O=C(NCC1CCOCC1)c1c[nH]c2ccccc12
-5%[176 µM]	COCCNC(=O)[C@H]1C[C@@H](O)[C@H](O)[C@@H]2N=C(Nc3cc(OC)cc(OC)c3)S[C@@H]21
128%[activator]	c1ccc(-c2nc3c(c(NCC4OCCc5ccccc54)n2)CCNC3)nc1 (configuration not stated)
8%	O=C(NCCc1ccc(Cl)cc1)C1CN(c2ccccc2)C(=O)N1 (configuration not stated)
20%	CCN1C(=O)C2CC3(CCN(C(=O)c4ccc5ncccc5c4)CC3)CN2C1=O (configuration not stated)
56%[activator]	COc1cccc(C(=O)N2CCC(N3C[C@H](O)C[C@H]3C(=O)NCc3cccc(F)c3)CC2)c1
114%[activator]	CC(C)C[C@@H]1N[C@H](C(=O)NCc2ccccn2)Cc2cn(Cc3ccncc3)c3cccc1c23

# Other results:
ALOX12 inh	Compound
30%	COc1cccc(CCC2CCCNC2)c1 (configuration not stated)
36%	NC(=O)[C@@H]1C[C@H](Oc2cccnc2)CN1S(=O)(=O)c1cccc(F)c1
-7%[176 µM]	CC(=O)NC[C@H]1OC[C@@H](NCc2cccs2)[C@@H]1O
4%[176 µM]	COc1ccccc1CN1CCc2nc(C(=O)N3CCOCC3)oc2CC1
7%[6.33 µM]	CCC(=O)N1Cc2ccccc2CC2(CCCN2CC2CCCC2)C1 (configuration not stated)
0%[176 µM]	O=C(O)CCn1ncc2cc(OC3CCN(C(=O)COc4ccccc4)CC3)ccc21
7%	CCOc1ccc(-c2cc3c(=O)n(CCNC(=O)c4cnccn4)ccn3n2)cc1
38%[activator]	COCCO[C@H]1C(=O)N(C2CCN(C(=O)c3ccncc3)CC2)[C@H]1c1ccncc1
-8%	Cc1ccc(S(=O)(=O)N2CCCC(Cn3c(C4CC4)nc4cccnc43)C2)c(C)c1 (configuration not stated)
?	Cc1ccc(NC(=O)Nc2ccc(C)n(CC(=O)NC3CCCCC3)c2=O)cc1
-12%	Cc1oc(-c2cccc(C(F)(F)F)c2)nc1CN(C)Cc1cnn(C)c1
15%	CCc1ccc(C(=O)NC2CCN(c3cc(-c4ccc(OC)cc4)[nH]n3)C2)cc1 (configuration not stated)
-1%	Cn1ccnc1CN1C(=O)CO[C@H](c2ccc(NC(=O)c3ccc(C(F)(F)F)cc3)cc2)[C@H]1CO
5%[176 µM]	CC[C@H]1CN(C(=O)c2ccc(F)cc2)CC[C@H]1CC(=O)Nc1nccs1
26%	CC(C)CC(=O)Nc1ccc2c(c1)CCC(=O)N2CC(C)C
7%	Cc1ccc(NC(=O)C2CCN(C(=O)c3ncn4c3COC(c3ccc(F)cc3)C4)CC2)cc1C (configuration not stated)
63%[activator]	OC1CN(Cc2ccccc2)CCN(Cc2ccc3[nH]ccc3c2)C1 (configuration not stated)
?	CC(C)c1ccc(CN2C(=O)C(n3cccc3)c3cccc(F)c32)cc1 (configuration not stated)
33%	O=C(c1ccc2c(c1)OCO2)N1CCC2(CC1)CN(c1ccncn1)CC2CO (configuration not stated)
?	Cc1nn2c(c1-c1ccccc1Oc1ccccc1)N(C(=O)COc1ccccc1)CCC2
27%	Cc1cnc(C)c(-c2cc(F)cc3c2OC(CNC(=O)CN2CCCC2)C3)n1 (configuration not stated)
4%[6.33 µM]	COCCCNC(=O)c1cc(C2CC2)nc2c1c(C1CCCN1)nn2-c1ccccc1 (configuration not stated)
-3%[176 µM]	CCCNC(=O)N[C@@H]1C=C(C(=O)N[C@H](CC(C)C)C(N)=O)C[C@@H](O)[C@@H]1O
-3%[176 µM]	COCCN1Cc2nc(NCc3ccccc3)ccc2OCC1=O
15%	CCC1CN(Cc2cn(-c3ccccc3)nc2-c2ccc(OC)cc2F)CCO1 (configuration not stated)
4%	Cn1c(SCC2CCCO2)nnc1C1CCN(Cc2ccc(-c3cccc(Cl)c3)o2)CC1 (configuration not stated)
9%	COc1ccc(-c2noc(-c3nc(-c4cc(OC)c(OC)c(OC)c4)no3)n2)cc1
-11%	CC1(C(=O)NC2CCOCC2)CN(Cc2ccccc2)Cc2ccc(Nc3ccccc3)nc21 (configuration not stated)
28%[176 µM]	O=C(Nc1ccc(Cl)cc1Cl)c1ccn2cncc2c1
20%	O=C(NCCc1ccccc1)c1noc(-c2ccc(F)cc2)n1
5%	O=C(Cn1cccc1-c1nc(-c2ccc(F)cc2)no1)NCCc1ccccc1
57%[activator]	COc1ccc(CC(=O)N2CC(=O)N(c3ccc(Cl)cc3)CC2C)cc1 (configuration not stated)
8%[176 µM]	Cc1noc2c(N(C)C)cc(-c3ccccc3)nc12
8%	C[C@H](O)[C@@H]1CN2CCc3ccc(N4CCOCC4)cc3[C@@H]2C[C@@H]1N(C)C(=O)c1cccc(Cl)c1
6%[176 µM]	COc1cccc(-c2ccc3c(n2)CNC(=O)CO3)c1
23%	CN(Cc1cccnc1)C1CN(C(=O)c2cnn(C)c2)C1
0%	CCOC(=O)C1(Cc2ccccc2C)CCCN(Cc2cnc(C)s2)C1 (configuration not stated)
4%	CCCCNC(=O)N[C@H]1CC[C@@]23CCCN2C(=O)CCC[C@H]3C1Cc1ccccc1 (some centres not stated)
77%[activator][176 µM]	c1ccc(CNC[C@H]2Cn3cc(-c4ccccc4)nc3CO2)cc1
-12%[176 µM]	c1ccc(CN2CCNc3cc(-c4ccoc4)ncc3C2)cc1
7%	Cc1ccc2cc(CN3CCC4(CC3)CC(O)CCO4)c(=O)[nH]c2c1 (configuration not stated)
34%[activator]	Cc1nc([C@H]2CCN(Cc3ccc(F)c(F)c3)C[C@H]2NC(=O)C2CC2)n[nH]1
63µM*	CC1=C[C@@H](CNCc2ccccc2)[C@H](C(C)C)C[C@H]1Cc1nc2c(C)cccc2[nH]1
14%	Cc1ccc([C@H]2C[C@]34CNS(=O)(=O)[C@H]3C[C@H]2O4)cc1
?	CN(CC[C@H]1CN(C(=O)NC2CCCCC2)CC[C@H]1CC(=O)O)c1ccccc1
?	CN(Cc1nc(-c2ccccc2)no1)C(=O)c1cccc(C2CCNC2)c1 (configuration not stated)
?	CN1CCC(NC[C@H]2O[C@@H]3C[C@@H](CC(=O)N4CCOCC4)O[C@@H]3[C@@H]2O)CC1
5%	COc1cccc(CNC(=O)C2CN(c3ccc(F)cc3)C(=O)N2)c1 (configuration not stated)
55%[activator]	CCc1noc(CC2CCOC3(CCN(S(=O)(=O)c4ccc(C(C)C)cc4)CC3)C2)n1 (configuration not stated)
44%[activator]	CO[C@H]1C(=O)N(C(C)C)[C@H]1C1CCN(S(=O)(=O)c2cccnc2)CC1

# Next entries.
ALOX12 inh	Compound
6%[176 µM]	O=C1COc2ccc(-c3cn[nH]c3)nc2CN1Cc1ccc(C(F)(F)F)cc1
37%[activator]	Cc1ccc(C(=O)NC2CCN(c3ccc(F)cc3)C2=O)s1 (configuration not stated)
?	NC1(C(=O)NCCC2CCCN(Cc3ccc4occc4c3)C2)CC1 (configuration not stated)
-8%	Cc1cc(C2CC(C(=O)NCc3ccc4c(c3)OCO4)CN(C(=O)c3ccccc3)C2)ccc1F (configuration not stated)
41%[activator]	O=C(c1cnccn1)N1CCN(c2cc(-c3ccc(Cl)cc3)[nH]n2)CC1
37%[activator]	Nc1nc(CCCNC(=O)c2cn(C3CCC(N)CC3)nn2)cs1 (configuration not stated)

# Reprinted from the listing (15 entries):
ALOX12 inh	Compound
18%	CO[C@H]1C(=O)N(C2CCN(S(=O)(=O)c3cccc(F)c3)CC2)[C@H]1c1ccncc1
25%	COC[C@@H]1CN(C(=O)c2ccc(OC)cc2OC)C[C@H]1C(N)=O
12%	CN1CCCN(C(=O)CCc2ccccc2)c2ccccc21
0%[176 µM]	COCc1cn([C@H]2CO[C@H]3[C@@H]2OC[C@H]3OC(=O)Nc2ccc(C(C)=O)cc2)nn1
-14%	C[C@@H]1CN([C@H](C)CO)S(=O)(=O)c2ccc(Br)cc2O[C@H]1CN(C)CC1CCOCC1
36%	O=C(NC1CCCN(c2cc(-c3ccc(F)cc3)[nH]n2)C1)c1cccnc1 (configuration not stated)
4%	CCNC(=O)CCc1c(CC)nn(-c2ccccc2)c1Oc1ccccc1F
25µM*	O=C(NCC1(COc2cnccn2)C[C@@H](O)[C@@H](O)C1)Nc1cccnc1 (some centres not stated)
-25%	COc1ccc(Cn2cnc3cnc(Nc4ccc(C(=O)N(C)C)cc4)cc32)cc1OC
47%[activator][176 µM]	C=CCNC(=O)c1cnn2cc(C)ccc12
15%	CCC(=O)N1Cc2ccccc2OC2(CCN(C)CC2)C1
23%	COCCC1(CO)CCCN(C(=O)c2ccc(S(N)(=O)=O)cc2)C1 (configuration not stated)
60%[activator]	Cc1ccsc1CN1CCCC(CO)CCNC(=O)CC1 (configuration not stated)
22%	O=C(CCC[C@@H]1[C@H]2CCCN3CCC[C@@H](CN1C(=O)c1ccccc1)[C@@H]23)NCCCN1CCCCC1
31%[176 µM]	CS(=O)(=O)c1ccc(-c2cnc([C@@H]3COCCN3Cc3ccccc3)[nH]2)cc1
